# Source: PubChem BioAssay (The Scripps Research Institute Molecular Screening Center)
# TCR-CD3 inh = blocks the human TCR-CD3 interaction; TAMRA-labeled TCR probe fluorescence, biochemical; inhibition, % at 9.4 µM; actives 0.37% (n = 360,000); in the data active = inhibition above about 19%;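 note: recombinant mutant TCR 2C K166C tagged with TAMRA read by polarization; 0% = receptor in buffer alone and 100% = receptor with positive control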
# PG9 binder = small molecules binding HIV-1 gp120 antibody PG9 | TR-FRET gp120-PG9 antibody binding | inhibition, % at 6.7 µM | actives 0.43% (n = 360,000) | AID 624416; in the data active = inhibition above about 8.5%
# ABHD4 inh = inhibitors of mouse ABHD4; purified mABHD4, FP-Rh probe fluorescence polarization; inhibition, % at 8.92 µM; actives 0.54% (n = 370,000); AID 720543;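 active = inhibition exceeding the mean over every tested compound plus 3 SD, cut at about 30% in these data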;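 note: 0% = plate median of compound wells and 100% = S159A mutant with DMSO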
# Target sequence (Q8VD66 whole entry, looked up): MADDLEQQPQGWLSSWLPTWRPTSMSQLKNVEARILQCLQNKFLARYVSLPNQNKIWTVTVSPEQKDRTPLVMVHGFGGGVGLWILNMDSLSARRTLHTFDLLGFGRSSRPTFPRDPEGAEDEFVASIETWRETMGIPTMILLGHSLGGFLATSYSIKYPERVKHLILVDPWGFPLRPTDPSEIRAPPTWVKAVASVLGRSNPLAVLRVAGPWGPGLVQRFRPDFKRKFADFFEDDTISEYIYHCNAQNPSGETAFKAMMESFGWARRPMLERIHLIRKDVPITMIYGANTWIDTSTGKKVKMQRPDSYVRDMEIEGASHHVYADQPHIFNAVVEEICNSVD
#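 Test system: mABHD4 protein | Buffer or medium: HEPES pH 7.0 buffer, 150 mM NaCl, 0.01% Pluronic F-127 | Probe or stimulus: FP-Rh fluorescent activity-based probe, added after compound pre-incubation | Timing: Pre-incubation 45 min, probe exposure 60 min, at 25 °C | Technique: Fluorescence polarization, excitation 525 nm, emission 598 nm, BODIPY TMR filters | Repeats: Single well per compound (singlicate)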
# PRMT1 inh = PRMT1 (human) inhibition, primary screen | inhibition, % at 2.79 µM | Q99873 | actives 1.3% (n = 370,000) | recombinant PRMT1, activity-based probe fluorescence polarization;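 active = inhibition above about 21% made by adding two undisclosed values, limit read from the data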
# UHRF1 binding = blocks human UHRF1 binding to methylated DNA; Q96T88; UHRF1 binding to methylated oligo, TR-FRET; inhibition, % at 4.4 µM; actives 0.75% (n = 370,000); in the data active = inhibition above about 21%;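 note: UHRF1 SRA domain binding a hemimethylated CpG hairpin DNA probe; 0% = median of test compound wells and 100% = reference inhibitor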
# LEDGF integ inh = blocks HIV-1 LEDGF/p75-dependent DNA integration. actives 0.64% (n = 370,000). inhibition, % at 3.7 µM. TR-FRET IN-LEDGF/p75 DNA integration, Eu/Cy5. AID 743269;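 active = inhibition above the screen-wide mean plus 3 SD, cut at about 13% in these data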;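 note: signal is the Cy5 over europium emission ratio at 671 and 618 nm; 0% = plate median of compound wells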
# Tn7 DDE FP = DD(E)-Tn7 binding inhibition, primary FP screen; actives 0.13% (n = 370,000); inhibition, % at 8.3 µM; AID 720508; FP displacement of FITC-Tn7 peptide from fibrin DD(E); 0% = median of compound wells per plate;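 active = inhibition above the mean of compounds falling within the control limits plus 3 SD of them, cut at about 14% in these data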;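 note: 0% = plate median of compound wells and 100% = 10 µM Aha-Tn7 peptide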
# Target sequence (P02675 whole entry, looked up): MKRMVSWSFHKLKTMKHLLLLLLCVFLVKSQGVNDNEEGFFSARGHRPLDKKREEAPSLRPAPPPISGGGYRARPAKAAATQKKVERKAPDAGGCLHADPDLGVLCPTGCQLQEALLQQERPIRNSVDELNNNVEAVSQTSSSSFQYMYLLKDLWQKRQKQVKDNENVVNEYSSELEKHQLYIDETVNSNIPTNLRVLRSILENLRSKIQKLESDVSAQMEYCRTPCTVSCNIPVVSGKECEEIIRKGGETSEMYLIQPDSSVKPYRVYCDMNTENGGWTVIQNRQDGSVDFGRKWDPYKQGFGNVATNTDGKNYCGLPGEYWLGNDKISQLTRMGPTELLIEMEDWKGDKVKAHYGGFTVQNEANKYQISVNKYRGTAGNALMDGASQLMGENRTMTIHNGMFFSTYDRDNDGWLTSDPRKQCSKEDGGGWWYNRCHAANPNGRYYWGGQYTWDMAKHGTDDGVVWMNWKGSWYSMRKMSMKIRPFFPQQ
#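 Assay system: Fibrin-DD(E) protein isolated from polymerized human fibrin clots; read-out basis: percent inhibition; medium: Tris/NaCl/CaCl2 buffer, pH 7.8; signal: FP measurement; incubation: 10 min plus 3 h, room temperature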
# TDP2 inh = TDP2 (human) inhibition, absorbance primary screen; recombinant TDP2, T5PNP hydrolysis, p-nitrophenol absorbance 415 nm; inhibition, % at 12.8 µM; actives 0.34% (n = 370,000);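 active = inhibition above the mean of all tested compounds plus 3 SD, set per campaign, cut at about 25% in these data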;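 note: 0% = DMSO with enzyme and 100% = buffer with substrate but no TDP2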
#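 Evaluation: % inhibition relative to enzyme-containing and enzyme-free wells. Material: recombinant human TDP2. Benchmarks: enzyme-free and DMSO wells. Timing: enzyme reaction with compound for 2 h at 37 °C. Compound dosing: 12.8 µM only. Measured by: p-Nitrophenol epi absorbance. Reagent: T5PNP substrate at 5 mM, a TopII-DNA adduct mimic. Replication: single well per compound.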
# SIAE inh = human SIAE inhibition, primary screen; SIAE FP-Rh probe binding, fluorescence polarization; inhibition, % at 9.66 µM; actives 0.69% (n = 370,000);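 active = inhibition above a cutoff: mean of compounds within the control limits plus 3 SD of those, cut at about 17% in these data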;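 note: 0% = plate median of compound wells and 100% = probe without SIAE protein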
# HTRA1 inh = blocks human HTRA1 serine peptidase; inhibition, % at 5.96 µM; recombinant HTRA1, FP-rhodamine activity-based probe, fluorescence polarization; Q92743; actives 0.5% (n = 340,000); AID 504803; in the data active = inhibition above about 36%;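 note: 0% = enzyme with DMSO and 100% = wells lacking enzyme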
# The depositor's hits bear a star; . = not tested or not shown.
entry	compound	TCR-CD3 inh	PG9 binder	ABHD4 inh	PRMT1 inh	UHRF1 binding	LEDGF integ inh	Tn7 DDE FP	TDP2 inh	SIAE inh	HTRA1 inh
1	CCCCc1[nH]c(=O)c(C#N)c2c1CSC(C)(C)C2	-9	1.7	-8	8	3	6	3	5	2	-6
2	CCOc1ccc(NC(=O)N2CCN(Cc3ccc4c(c3)OCO4)CC2)cc1	-2	1.9	-4	1	16	0	2	0	-4	-2
3	Cc1cccc(/C=C2/Sc3ccc(C(=O)NCCCN4CCOCC4)cc3NC2=O)c1	12	-3.9	-9	-5	-1	-3	-5	0	-10	-1
4	CCOC(=O)NNc1cc(C(F)(F)F)ccn1	3	0.0	3	0	15	0	-2	5	-4	0
5	CC(=O)c1ccc(NC(=O)CSc2nc3ccccc3c(=O)n2CCCN2CCOCC2)cc1	2	-1.6	0	2	-1	3	4	9	-4	-1
6	COc1ccc(C)cc1C(=O)CCC(=O)NCCc1ccc(S(N)(=O)=O)cc1	2	-1.1	-8	-2	3	1	0	-13	-9	-7
7	C=Cc1ccc(Cn2nc(-c3ccc(C)cc3)ccc2=O)cc1	3	-0.6	-16	-3	-1	2	-3	0	-3	-51
8	CN(C(=O)c1cccnc1)c1nnc(-c2cnccn2)s1	-5	1.7	2	-1	4	-1	6	8	-2	1
9	Cc1oc(-c2ccccc2)nc1CSc1nc2c(c(=O)[nH]1)CCC2	3	0.6	-3	-3	-1	2	-2	9	3	-3
10	CCN(CC)S(=O)(=O)c1cc(NC(=O)CSc2nc3c(cc2C#N)C(=O)CC(C)(C)C3)ccc1C	-4	0.6	6	0	1	2	3	9	-19	-15
11	CC(C)CCN(CCC(C)C)C(CO)(CO)CO	2	-0.8	-1	5	22*	-6	10	2	1	-10
12	O=c1[nH]c(Sc2ccc([N+](=O)[O-])cc2[N+](=O)[O-])nc2ccccc12	1	-1.8	7	23*	-2	0	5	-5	1	-6
13	Cc1ccccc1NC(=O)Cc1nc(CSc2nnc(-c3ccc4c(c3)OCO4)o2)cs1	2	-9.9	21	0	-1	1	2	0	-5	-10
14	Nc1cc(-c2ccc(Cl)cc2)nn1S(=O)(=O)c1ccccc1	-5	-1.0	0	1	0	-2	-1	0	-4	-6
15	O=C(CCCN1C(=O)/C(=C\c2cccs2)SC1=S)Nc1cccnc1	-3	0.2	-7	1	3	-2	4	0	-4	-1
16	Cc1ccc(CNC(=O)c2ccc3nc4[nH]c5ccccc5c4nc3c2)cc1	2	1.6	-3	-4	-1	2	8	4	-29	.
17	COc1cc2nc(CSc3nc(-c4ccc(F)cc4)cs3)[nH]c(=O)c2cc1OC	6	-1.3	-20	-5	-4	0	1	6	-5	-12
18	O=C(Cc1ccc(Br)cc1)OCC(=O)N1CCOCC1	-5	-1.5	6	0	0	-2	1	2	0	0
19	COc1ccc(/C=C2\SC(=S)N(CCC(=O)NC3CCCC3)C2=O)cc1OC	-2	-1.0	7	1	-1	-4	2	10	-8	-4
20	COc1ccc(N2CCN(C(=O)c3ccc(Cn4c(=S)[nH]c5ccc(N6CCOCC6)cc5c4=O)cc3)CC2)cc1	3	0.3	11	-2	-1	0	-7	-3	11	8

# Some of these compounds in order of number of heavy atoms, highest first:
entry	compound	TCR-CD3 inh	PG9 binder	ABHD4 inh	PRMT1 inh	UHRF1 binding	LEDGF integ inh	Tn7 DDE FP	TDP2 inh	SIAE inh	HTRA1 inh
5	CC(=O)c1ccc(NC(=O)CSc2nc3ccccc3c(=O)n2CCCN2CCOCC2)cc1	2	-1.6	0	2	-1	3	4	9	-4	-1
19	COc1ccc(/C=C2\SC(=S)N(CCC(=O)NC3CCCC3)C2=O)cc1OC	-2	-1.0	7	1	-1	-4	2	10	-8	-4
1	CCCCc1[nH]c(=O)c(C#N)c2c1CSC(C)(C)C2	-9	1.7	-8	8	3	6	3	5	2	-6

# (cont.)
entry	compound	TCR-CD3 inh	PG9 binder	ABHD4 inh	PRMT1 inh	UHRF1 binding	LEDGF integ inh	Tn7 DDE FP	TDP2 inh	SIAE inh	HTRA1 inh
21	O=C(Nc1c(-c2ccccc2)[nH][nH]c1=O)c1ccc(-c2ccccc2)cc1	-8	0.3	7	-1	-6	-2	1	6	-4	.
22	CCn1cc(CNC(=O)C2CCC(=O)N(Cc3ccc(Cl)cc3)C2)cn1 (configuration not stated)	3	0.4	3	0	-1	4	-1	6	5	3
23	O=c1c2ccccc2nnn1CSc1nc2ccccc2c(=O)n1CCCO	-5	-0.8	0	25*	3	-9	2	-9	-7	-2
24	CN(C)Cc1cn(-c2cccc(-c3noc4c3C(=O)N(CC(=O)N3CCOCC3)CC4)c2)nn1	.	.	-1	-1	1	-3	1	7	-10	.
25	CCc1cccc(NC(=O)COC(=O)c2c(C)nn(-c3ccccc3)c2C)c1	3	0.1	-6	0	-4	-2	8	4	-1	-29
26	Cc1nc2c(OCCOc3ccc(F)cc3)cccn2c1N(C)C(=O)CCC1CCCC1	-1	-3.2	4	1	-1	-3	5	4	12	.
27	O=C(NCC(=O)N1CCOCC1)c1ccc(Br)o1	-1	-2.0	-7	-3	2	7	3	-10	-5	4
28	CCCNS(=O)(=O)c1ccc(OCC(=O)Nc2ccc3c(c2)OCCO3)c(C)c1	1	-2.1	-2	3	-1	1	7	3	-3	-9
29	CC(C)(C)NC(=S)Nc1cccc(C(F)(F)F)c1	6	0.9	-1	0	1	5	-7	5	-4	-4
30	Cc1ccc(C)c(Cn2c(C(=O)OC(C)C)cc3c2ccn3C)c1	5	-0.6	4	0	-3	-2	2	0	4	-1
31	COC(=O)CC[C@@H](/C=C/C(=O)OC(C)(C)C)Sc1ccc(C(C)(C)C)cc1	.	.	3	2	-2	-2	9	7	-2	.
32	C=CCn1c(-c2cccnc2)n[nH]c1=S	6	-1.1	-1	-1	1	-1	-5	24	7	-1
33	CC(C)(C)OC(=O)C[C@H]1C/C=C\C[C@@H](CC(=O)N(CCO)Cc2ccccc2)C(=O)N[C@H](C(C)(C)C)COC1=O	-6	0.2	2	3	5	3	3	-6	-1	1
34	COc1cccc(NC(=O)Cc2c(O)c3ccccc3[nH]c2=O)c1	4	1.9	0	0	1	0	-3	-2	3	-1
35	CCc1ccc(/C=C(/C#N)C(N)=S)s1	0	-2.5	4	3	-1	-1	7	2	2	-1
36	COc1ccc(OCCCC(=O)NCCc2ccccc2)cc1	3	-2.4	2	0	-2	1	-1	-12	8	-1
37	Cc1ccc2c(COC(=O)C3CC(=O)N(c4ccc5c(c4)OCCO5)C3)cc(=O)oc2c1 (configuration not stated)	-3	0.4	-2	2	-1	-1	2	-7	2	-2
38	O=C(N/N=C/c1cccnc1)c1ccc(Cn2cc([N+](=O)[O-])cn2)o1	-1	-3.1	-2	-2	-1	-3	-1	-2	0	-9
39	CCOc1ccc(CNC(=O)CCS(=O)(=O)c2ccc3c(c2)NC(=O)CO3)cc1OC	-3	-1.2	2	0	1	2	-8	-18	-6	-2
40	O=C(NC(=S)Nc1c(Cl)cc(Cl)cc1Cl)c1ccccc1	2	-0.8	-15	-2	0	-2	8	-6	-9	-23
41	Cc1ccc(S(=O)(=O)N2CCN=C2SCc2c(F)cccc2Cl)cc1	8	-1.9	0	0	1	0	-2	14	11	-19
42	Cc1ccc(Cl)c(OCCCN(C)Cc2ccccc2)c1	-6	1.1	9	1	3	-5	-2	2	0	5
43	O=C(COc1ccc(Cl)cc1)NCCCNC(=O)c1cccnc1	-1	-0.2	-2	-2	-2	-1	-1	10	6	-1
44	Cc1noc(C)c1CCC(=O)N1CCCC(CO)(Cc2ccccc2)C1 (configuration not stated)	-4	-0.9	7	5	5	-3	0	4	9	-1
45	NC(=O)C1CCN(S(=O)(=O)c2ccccc2[N+](=O)[O-])CC1	-8	-1.4	-2	2	5	-4	-6	-16	-2	4
46	CN(C)c1ccc(NC(=O)CCCc2ccccc2)cc1	-2	6.1	8	19	2	1	0	1	5	0
47	COCCCNc1nc2ccccc2nc1NS(=O)(=O)c1cccs1	0	1.3	4	3	0	4	2	5	-1	5
48	C[C@@H]1CCCCO[C@H](CN(C)S(=O)(=O)c2cccs2)[C@@H](C)CN([C@H](C)CO)C(=O)c2cc(NC(=O)Nc3ccc4c(c3)OCO4)ccc2O1	-4	1.6	-11	4	0	0	6	13	1	-2
49	Cc1nc(N)nc2c1CCCC2	3	1.5	0	-2	0	-2	4	6	0	2
50	COCCN1C(=O)N[C@@H](c2cccc(C(F)(F)F)c2)[C@H](C(=O)OC)[C@H]1C	7	1.2	-5	-1	-2	1	-1	9	5	-7
51	Cc1cccc(C)c1NC(=O)C(NC=O)c1ccccc1 (configuration not stated)	4	-1.0	4	0	1	-4	4	-3	6	4

# In the list so far, 7 have an aryl methoxy group:
entry	compound	TCR-CD3 inh	PG9 binder	ABHD4 inh	PRMT1 inh	UHRF1 binding	LEDGF integ inh	Tn7 DDE FP	TDP2 inh	SIAE inh	HTRA1 inh
6	COc1ccc(C)cc1C(=O)CCC(=O)NCCc1ccc(S(N)(=O)=O)cc1	2	-1.1	-8	-2	3	1	0	-13	-9	-7
17	COc1cc2nc(CSc3nc(-c4ccc(F)cc4)cs3)[nH]c(=O)c2cc1OC	6	-1.3	-20	-5	-4	0	1	6	-5	-12
19	COc1ccc(/C=C2\SC(=S)N(CCC(=O)NC3CCCC3)C2=O)cc1OC	-2	-1.0	7	1	-1	-4	2	10	-8	-4
20	COc1ccc(N2CCN(C(=O)c3ccc(Cn4c(=S)[nH]c5ccc(N6CCOCC6)cc5c4=O)cc3)CC2)cc1	3	0.3	11	-2	-1	0	-7	-3	11	8
34	COc1cccc(NC(=O)Cc2c(O)c3ccccc3[nH]c2=O)c1	4	1.9	0	0	1	0	-3	-2	3	-1
36	COc1ccc(OCCCC(=O)NCCc2ccccc2)cc1	3	-2.4	2	0	-2	1	-1	-12	8	-1
39	CCOc1ccc(CNC(=O)CCS(=O)(=O)c2ccc3c(c2)NC(=O)CO3)cc1OC	-3	-1.2	2	0	1	2	-8	-18	-6	-2
